From PubChem
TNAP inh noacc: blocks human TNAP activity with no phosphate acceptor present. P05186. purified TNAP, CDP-star luminescence, 30 min. inhibition, % at 20 µM. actives 0.26% (n = 200,000). AID 1012;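 active means tissue-nonspecific alkaline phosphatase inhibition above about 50% at 20 µM in the single-dose screen, limit read from the data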;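 further: 0% = DMSO negative control and 100% = EDTA positive control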
Target sequence (P05186 whole entry, looked up): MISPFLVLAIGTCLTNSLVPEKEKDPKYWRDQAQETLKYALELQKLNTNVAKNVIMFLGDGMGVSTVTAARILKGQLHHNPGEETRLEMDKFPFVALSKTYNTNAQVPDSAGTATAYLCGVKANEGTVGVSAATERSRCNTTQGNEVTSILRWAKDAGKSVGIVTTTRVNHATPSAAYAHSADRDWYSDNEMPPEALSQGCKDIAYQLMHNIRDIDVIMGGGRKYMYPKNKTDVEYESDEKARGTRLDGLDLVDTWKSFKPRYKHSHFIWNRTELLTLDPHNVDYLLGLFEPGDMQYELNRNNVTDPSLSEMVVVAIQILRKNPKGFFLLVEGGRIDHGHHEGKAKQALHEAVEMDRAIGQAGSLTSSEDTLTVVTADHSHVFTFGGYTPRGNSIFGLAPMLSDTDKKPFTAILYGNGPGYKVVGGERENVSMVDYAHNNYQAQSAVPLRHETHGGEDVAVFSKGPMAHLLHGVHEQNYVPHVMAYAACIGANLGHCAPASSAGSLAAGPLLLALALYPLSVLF
PPARg SRC3 recr: agonists of human PPARgamma SRC-3 coactivator recruitment | biochemical PPARgamma/SRC-3 coactivator recruitment assay | activation, % at 8 µM | actives 0.26% (n = 200,000); in the data active means activation above about 23%;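 further: 0% = DMSO and 100% = reference agonist; some compounds past the cut are filed as inactive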
bIAP inh: intestinal alkaline phosphatase (bovine) inhibition. 190,000 tested, under 10 active. AID 1019. purified bovine IAP, CDP-star luminescence, 30 min. inhibition, % at 20 µM;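 active means over 50% inhibition of intestinal alkaline phosphatase at 20 µM in the single-dose screen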
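System: purified bovine intestinal alkaline phosphatase (IAP) enzyme; Input: IAP diluted 1/65,000,000 in the well; Measured by: CDP-star luminescence signal; Compound dosing: 20 µM single dose; Incubation: 30 min reaction at room temperature.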
PPARg SRC1 recr: PPARgamma-driven SRC-1 recruitment agonism; P37231; PPARgamma-SRC-1 coactivator recruitment biochemical assay; activation, % at 8 µM; actives 0.41% (n = 200,000); AID 631; in the data active means activation above about 19%;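 further: 0% = DMSO and 100% = reference agonist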
Efa HMGR inh: E. faecalis class II HMG-CoA reductase inhibition; purified E. faecalis HMGR, NADPH absorbance 340 nm kinetic; actives 0.41% (n = 190,000); AID 1066; inhibition, % at 10 µM;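 active means inhibition above a set limit, the median over all tested compounds plus 3 SD, cut at about 9.5% in these data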;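 further: enzyme runs in reverse so mevalonate oxidation gives rising NADPH absorbance; 0% = complete reaction with DMSO and 100% = background rate lacking mevalonate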
TNAP inh hi DEA: inhibitors of human TNAP at high phosphate acceptor concentration; P05186; purified TNAP, CDP-star luminescence, 1 M DEA; inhibition, % at 20 µM; actives 0.03% (n = 200,000);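 active means over 50% inhibition of tissue-nonspecific alkaline phosphatase at 20 µM in the single-dose screen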;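 further: plate controls were DMSO wells for no effect and EDTA-quenched wells as full inhibition for full effect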
PPARg SRC2 recr: agonists of SRC-2 recruitment by human PPARgamma | P37231 | PPARgamma LBD-SRC-2 recruitment, biochemical | activation, % at 8 µM | actives 0.34% (n = 200,000) | AID 1032; in the data active means activation above about 22%;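 further: 0% = vehicle and 100% = reference agonist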
bIAP activator: increases bovine intestinal alkaline phosphatase activity; purified bovine IAP, CDP-star luminescence, 30 min; stronger effect = higher value; fold of DMSO-control signal, blank-subtracted; activation factor at 20 µM; actives 0.17% (n = 200,000);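 active means activation factor of 2 or more at 20 µM, a signal rise over negative controls twice the positive control's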
TR-FRET SRC-2 ct: counter-screen for PPARgamma SRC-2 recruitment agonists: TR-FRET artefact | stronger effect = higher value | TR-FRET ratio at 8 µM | actives 0.4% (n = 200,000); in the data active means TR-FRET ratio above about 2000; further: inactives centre near 1500
TNAP act hiacc: increases human TNAP activity under high phosphate acceptor concentration | activation factor at 20 µM | 200,000 tested, under 10 active | P05186 | purified TNAP, CDP-star luminescence, 1 M DEA, 30 min; stronger effect = higher value; 0 = EDTA background, 1 = DMSO-only activity;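 active means activation factor at least 2 at 20 µM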
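Measured by: Luminescent substrate turnover signal | Test system: Human TNAP | Input: TNAP 1/800 final | Dosing: 20 µM single point | Schedule: 30 min, room temperature | Controls: EDTA wells as negative control, DMSO wells as positive control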
* marks the source's active call; other numbers are inactive results; nt = no result given.

Below each compound: TNAP inh noacc | PPARg SRC3 recr | bIAP inh | PPARg SRC1 recr | Efa HMGR inh | TNAP inh hi DEA | PPARg SRC2 recr | bIAP activator | TR-FRET SRC-2 ct | TNAP act hiacc
1. C#CCOC(=O)/C(=C/c1ccc(F)cc1)NC(C)=O
 : -12 | -4 | -4 | -2 | 2 | -4 | -5 | 1 | 1463 | 1
2. CCCOc1ccc(N2C(=O)CC(N3CCC(c4nncn4CC)CC3)C2=O)cc1 (centres undefined)
 : -9 | -3 | -1 | 4 | 1 | -1 | 1 | 1 | 1514 | 1
3. COc1ccc(-n2ncc3c(NCc4ccc5c(c4)OCO5)ncnc32)cc1
 : -5 | 3 | 12 | -5 | -1 | 0 | 6 | 0.9 | 1444 | 1
4. O=S(=O)(c1ccc(Cl)cc1)N1CCCC(C(F)(F)F)C1 (centres undefined)
 : -4 | 9 | -10 | 14 | 4 | 0 | 0 | 1.1 | 1505 | 1
5. CCOc1ccc(NC(=O)CC2CC(C)(C)OC2=O)cc1 (centres undefined)
 : -6 | -3 | 3 | 3 | 0 | -1 | 2 | 1 | 1512 | 1
6. Cn1c(OCc2ccc3c(c2)OCO3)nc2c1c(=O)n(Cc1cccc(Cl)c1)c(=O)n2C
 : nt | 14 | nt | -4 | nt | nt | 5 | nt | 1430 | nt
7. CC(=O)C1=C(C)NC2(O)c3ccccc3C(=O)C12O (centres undefined)
 : 5 | 0 | -19 | 2 | 6 | 2 | 4 | 1.2 | 1407 | 1
8. O=c1nc2c(-c3ccccc3F)n[nH]n2c2ccccc12
 : -3 | -3 | 1 | 6 | -5 | -1 | 9 | 1 | 1707 | 1
9. CCn1cc(Br)c(C(=O)N(C)Cc2ccccc2)n1
 : -13 | 6 | 7 | 12 | 0 | -5 | 19 | 0.9 | 1677 | 1.1
10. O=C(O)C1C(c2ccccc2)C(C(=O)OCCCO)C1c1ccccc1 (centres undefined)
 : -6 | -9 | 0 | 0 | 4 | -2 | 2 | 1 | 1564 | 1
11. O=C(CN(C1CCCCC1)S(=O)(=O)c1ccc(F)cc1)NC1CC1
 : -8 | -1 | -1 | 8 | nt | -6 | 7 | 1 | 1566 | 1.1
12. Cc1ccc(C2CC(c3ccco3)=NN2S(C)(=O)=O)cc1 (centres undefined)
 : -9 | 0 | 11 | -3 | -3 | -4 | 9 | 0.9 | 1608 | 1
13. COc1ccc(Cl)cc1NC(=O)c1cccnc1
 : -15 | -1 | 8 | 12 | 0 | -9 | 2 | 0.9 | 1766 | 1.1
14. O=[N+]([O-])c1cccc(/C([O-])=C(/C(=S)Nc2cccc3ccccc23)[n+]2ccccc2)c1
 : -5 | 2 | -31 | -7 | -5 | 5 | -2 | 1.3 | 1545 | 0.9
15. O=C(Nc1cccnc1)c1ccc(S(=O)(=O)c2ccccc2)cc1
 : -2 | 0 | 12 | 2 | 0 | -3 | 8 | 0.9 | 1662 | 1
16. CN1CCN(CCOc2cccc(Cl)c2)CC1
 : -10 | 12 | -6 | 13 | -6 | -3 | 12 | 1.1 | 1429 | 1
17. CNC(=O)c1cn(-c2ccccc2)c(=O)c2ccccc12
 : -11 | 10 | 0 | 4 | -2 | -3 | 5 | 1 | 1506 | 1
18. CC(C)N(Cc1ccccc1)S(=O)(=O)N(C)C
 : -6 | 7 | 17 | -1 | -3 | -4 | -5 | 0.8 | 1620 | 1
19. CCOC(=O)C1(C)NC(c2ccco2)C2C(=O)N(CC)C(=O)C21 (centres undefined)
 : -4 | 1 | 1 | -2 | 0 | -1 | 4 | 1 | 1681 | 1
20. N#Cc1c(NC(=O)c2cnn3cccnc23)sc2c1CCCC2
 : 0 | 0 | 6 | 13 | -5 | -3 | -3 | 0.9 | 1460 | 1

Entries of single compounds, looked up by structure. Order of values: TNAP inh noacc	PPARg SRC3 recr	bIAP inh	PPARg SRC1 recr	Efa HMGR inh	TNAP inh hi DEA	PPARg SRC2 recr	bIAP activator	TR-FRET SRC-2 ct	TNAP act hiacc
CNC(=O)c1cn(-c2ccccc2)c(=O)c2ccccc12 in the list: -11	10	0	4	-2	-3	5	1	1506	1
O=c1nc2c(-c3ccccc3F)n[nH]n2c2ccccc12 in the list: -3	-3	1	6	-5	-1	9	1	1707	1
O=C(CN(C1CCCCC1)S(=O)(=O)c1ccc(F)cc1)NC1CC1 in the list: -8	-1	-1	8	nt	-6	7	1	1566	1.1
Cn1c(OCc2ccc3c(c2)OCO3)nc2c1c(=O)n(Cc1cccc(Cl)c1)c(=O)n2C in the list: nt	14	nt	-4	nt	nt	5	nt	1430	nt
CC(=O)C1=C(C)NC2(O)c3ccccc3C(=O)C12O (centres undefined) in the list: 5	0	-19	2	6	2	4	1.2	1407	1

Looked up one by one from the list above (two):
Below each compound: TNAP inh noacc | PPARg SRC3 recr | bIAP inh | PPARg SRC1 recr | Efa HMGR inh | TNAP inh hi DEA | PPARg SRC2 recr | bIAP activator | TR-FRET SRC-2 ct | TNAP act hiacc
1. C#CCOC(=O)/C(=C/c1ccc(F)cc1)NC(C)=O
 : -12 | -4 | -4 | -2 | 2 | -4 | -5 | 1 | 1463 | 1
12. Cc1ccc(C2CC(c3ccco3)=NN2S(C)(=O)=O)cc1 (centres undefined)
 : -9 | 0 | 11 | -3 | -3 | -4 | 9 | 0.9 | 1608 | 1

(list continues)
Below each compound: TNAP inh noacc | PPARg SRC3 recr | bIAP inh | PPARg SRC1 recr | Efa HMGR inh | TNAP inh hi DEA | PPARg SRC2 recr | bIAP activator | TR-FRET SRC-2 ct | TNAP act hiacc
21. COc1ccc(CNC(=O)C/C(C)=N/NC(=O)COc2ccccc2)cc1
 : -9 | 1 | 12 | 4 | -5 | -7 | -2 | 0.9 | 1431 | 1.1
22. COc1ccc(CN=C2NC(=O)CC(C(=O)Nc3ccccc3C)S2)cc1 (centres undefined)
 : -8 | -11 | 12 | 1 | -4 | 4 | 1 | 0.9 | 1519 | 1
23. CC(=O)Cn1ncc(Br)c(Br)c1=O
 : -3 | 4 | -11 | 7 | -2 | -2 | 6 | 1.1 | 1824 | 1
24. Cc1[nH]c2ccccc2c1CN1CCc2ccccc2C1
 : -10 | 0 | 2 | 2 | 1 | 4 | 2 | 1 | 1495 | 1
25. O=C(NCc1ccc(Cl)cc1)C(=O)Nc1nccs1
 : -23 | 0 | -21 | 2 | -2 | -3 | 2 | 1.2 | 1746 | 1
26. Cc1nc2nc[nH]n2c(=O)c1CCOC(=O)c1ccccc1F
 : -9 | 0 | -7 | 5 | 1 | -5 | -10 | 1.1 | 1506 | 1
27. CC(C)c1ccc(N2C(=O)[C@@H]3Cc4ccccc4CN3C2=O)cc1
 : -8 | 7 | 1 | 2 | 1 | -4 | -4 | 1 | 1573 | 1
28. CC1CCCC(C)N1C(=O)CN1C(=O)C(C)(C)Oc2ccc(C(=O)NC3CCCC3)cc21 (centres undefined)
 : -1 | 1 | -16 | 1 | -6 | -3 | 2 | 1.2 | 1593 | 1
29. Cc1nnc(SCCn2c(N3CCC(C)CC3)nc3c2c(=O)n(C)c(=O)n3C)s1
 : nt | 2 | nt | -5 | nt | nt | -8 | nt | 1472 | nt
30. COC(=O)c1cc(NC(=O)C2(S(=O)(=O)c3ccc(Cl)cc3)CC2)cc(C(=O)OC)c1
 : -23 | 1 | -6 | -1 | -5 | 1 | -2 | 1.1 | 1492 | 1
31. O=C(CSc1nnc(-c2ccccc2)n1-c1ccccc1)NCc1ccco1
 : -8 | 6 | 11 | 9 | 2 | -4 | 4 | 0.9 | 1605 | 1
32. CCc1ccc(CN(C)C(=O)CCc2nnc(CCc3ccccc3OC)o2)nc1
 : -11 | 4 | -4 | 4 | 2 | -5 | 3 | 1 | 1327 | 1.1
33. Cc1ccc(-c2nc(C#N)c(NCCN3CCCCC3)o2)cc1
 : -6 | 1 | -4 | 11 | -6 | -5 | 8 | 1 | 1548 | 1.1
34. O=c1c(-c2ccccc2)c(O)cc(-c2ccncc2)n1-c1ccc(Cl)cc1
 : -8 | -2 | -3 | -3 | -1 | -1 | -3 | 1 | 1642 | 1
35. CC(Oc1cccc(Cl)c1)c1ccnc2nc(/N=C/N(C)C)nn12 (centres undefined)
 : 8 | 2 | -7 | 3 | -9 | 0 | 3 | 1.1 | 1549 | 1
36. COc1ccc(CNC(=O)C(NC(C)=O)C(=O)Nc2ccc(OC)cc2)cc1 (centres undefined)
 : 2 | 4 | 2 | 8 | -1 | -5 | 14 | 1 | 1577 | 1.1
37. OCC[C@H]1C[C@H](O)[C@@H](O)[C@@]2(CCCCO2)O1
 : -10 | 3 | 18 | 6 | 1 | -5 | -4 | 0.8 | 1258 | 1
38. CN(C)C(CNC(=O)CCOc1ccccc1)c1ccco1 (centres undefined)
 : -10 | 0 | -17 | 18 | 21* | 0 | 1 | 1.2 | 1691 | 1
39. Cc1cc(C)nc(Nc2n[nH]c(-c3ccccc3C)n2)n1
 : -102 | 0 | -45 | -1 | -5 | 0 | 9 | 1.4 | 1554 | 1
40. Clc1ccc(-n2ncc3c(NCc4cccs4)ncnc32)cc1
 : nt | 2 | nt | 8 | -10 | nt | -10 | nt | 1445 | nt
41. COC(=O)c1ccccc1N(C)C(=O)C12CCC(C)(C(=O)O1)C2(C)C (centres undefined)
 : -8 | 3 | 4 | 4 | 2 | -1 | 6 | 1 | 1496 | 1
42. Cc1nn(-c2cc(Cl)ccc2N)c(=O)c2ccccc12
 : 1 | -3 | 10 | 8 | 1 | -1 | 8 | 0.9 | 1492 | 1
43. O=C(Nc1c(F)cc(F)cc1Br)c1ccco1
 : -10 | 2 | 9 | -4 | -3 | 1 | -3 | 0.9 | 1345 | 1
44. OCCN(Cc1ccccc1)C(=S)Nc1ccc(Cl)cc1Cl
 : 9 | 0 | 16 | 6 | 0 | -4 | 15 | 0.8 | 1664 | 1
